High-throughput results from PubChem.
LYPLA2 inh: LYPLA2 (human) inhibition in PME1 counter-screen; O95372; recombinant LYPLA2, FP-Rh probe fluorescence polarization; inhibition, % at 5.9 µM; 320,000 compounds, 0.38% hits; AID 2177;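 active means inhibition above the screen-wide mean plus 3 SD, limit set per campaign, cut at about 26% in these data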;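 further: 0% = LYPLA2 with DMSO and 100% = wells lacking LYPLA2 enzyme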
LYPLA1 inh: blocks human lysophospholipase 1, a PME1 counter-screen. inhibition, % at 5.9 µM. 320,000 compounds, 0.16% hits. recombinant LYPLA1, FP-Rh probe fluorescence polarization. AID 2174. O75608;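 active means inhibition above the mean of all tested compounds plus 3 SD, set per campaign, cut at about 14% in these data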;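 further: inhibitors block serine hydrolase probe labeling of LYPLA1 so polarization falls; 0% = enzyme with DMSO and 100% = wells lacking LYPLA1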
Target sequence (O75608 whole entry, looked up): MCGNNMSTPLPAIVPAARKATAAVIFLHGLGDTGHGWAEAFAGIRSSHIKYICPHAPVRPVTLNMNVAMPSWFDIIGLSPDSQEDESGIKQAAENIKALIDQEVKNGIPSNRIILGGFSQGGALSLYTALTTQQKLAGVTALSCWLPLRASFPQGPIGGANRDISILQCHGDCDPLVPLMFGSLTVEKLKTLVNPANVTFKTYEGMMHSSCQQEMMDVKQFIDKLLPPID
PAD4 inh: inhibitors of human PAD4. 330,000 compounds, 0.41% hits. inhibition, % at 6.36 µM. recombinant PAD4, RCA probe fluorescence polarization. Q9UM07;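 active means percent inhibition above a cutoff equal to the mean of all tested compounds plus 3 SD, cut at about 15% in these data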;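 further: 0% = PAD4 with RCA probe and DMSO and 100% = probe without PAD4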
PAFAH1B3 FP inh: inhibitors of human PAFAH1B3; Q15102; recombinant PAFAH1B3, FP-rhodamine probe, fluorescence polarization; inhibition, % at 3.39 µM; 340,000 compounds, 0.28% hits;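 active means inhibition above the screen-wide average of all tested compounds plus 3 SD, cut at about 25% in these data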;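 further: 0% = enzyme with DMSO only and 100% = wells lacking PAFAH1B3 protein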
Target sequence (Q15102 whole entry, looked up): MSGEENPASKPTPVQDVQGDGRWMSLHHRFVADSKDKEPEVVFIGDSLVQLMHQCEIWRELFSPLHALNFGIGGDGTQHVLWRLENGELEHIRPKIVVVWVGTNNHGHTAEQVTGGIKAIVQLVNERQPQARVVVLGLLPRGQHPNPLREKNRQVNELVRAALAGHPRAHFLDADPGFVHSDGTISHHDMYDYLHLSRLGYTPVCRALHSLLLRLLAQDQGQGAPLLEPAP
PAFAH1B2 inh: blocks human PAF acetylhydrolase 1b catalytic subunit 2; P68402; recombinant PAFAH1B2, FP-rhodamine activity probe, fluorescence polarization; inhibition, % at 3.39 µM; 340,000 compounds, 1.2% hits; AID 492953;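 active means inhibition above the mean of all tested compounds plus 3 SD, cut at about 24% in these data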;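 further: 0% = enzyme with DMSO and 100% = wells lacking PAFAH1B2; many of its hits are not listed in these tables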
Target sequence (P68402 whole entry, looked up): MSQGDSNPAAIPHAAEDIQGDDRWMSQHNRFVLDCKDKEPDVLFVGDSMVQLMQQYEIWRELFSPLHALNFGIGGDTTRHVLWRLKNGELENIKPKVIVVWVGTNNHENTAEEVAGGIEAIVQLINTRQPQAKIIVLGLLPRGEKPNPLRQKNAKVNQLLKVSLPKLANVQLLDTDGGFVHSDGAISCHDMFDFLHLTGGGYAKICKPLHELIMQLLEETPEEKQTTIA
PAFAH2 inh: inhibitors of human PAFAH2 | Q99487 | recombinant PAFAH2, FP-rhodamine activity probe, fluorescence polarization | inhibition, % at 3.39 µM | 340,000 compounds, 0.99% hits | AID 492956;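 active means inhibition above the mean over all tested compounds plus 3 SD, cut at about 30% in these data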;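 further: inhibitors block probe labeling of enzyme so polarization drops; 0% = enzyme with DMSO and 100% = wells lacking PAFAH2 protein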
PME-1 inh: blocks human protein phosphatase methylesterase 1; recombinant PME-1, FP-Rh probe fluorescence polarization; Q9Y570; inhibition, % at 5.9 µM; 320,000 compounds, 0.53% hits;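 active means inhibition above the campaign mean of all compounds plus 3 SD, cut at about 26% in these data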;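 further: competitive labeling of PME-1 active site by serine hydrolase directed probe; 0% = PME-1 with DMSO and 100% = wells lacking PME-1 enzyme; inhibitors block probe labeling so polarization falls and inhibition rises; many of its hits are not listed in these tables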
GSTO1 inh: counter-screen for RBBP9 inhibitors: inhibitors of human GSTO1 | recombinant GSTO1, activity-based probe fluorescence polarization | inhibition, % at 5.96 µM | 300,000 compounds, 1.1% hits;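 active means inhibition above the campaign mean inhibition plus 3 SD, cut at about 35% in these data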;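 further: 0% = GSTO1-1 with DMSO and 100% = wells lacking GSTO1-1 enzyme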
Target sequence (P78417 whole entry, looked up): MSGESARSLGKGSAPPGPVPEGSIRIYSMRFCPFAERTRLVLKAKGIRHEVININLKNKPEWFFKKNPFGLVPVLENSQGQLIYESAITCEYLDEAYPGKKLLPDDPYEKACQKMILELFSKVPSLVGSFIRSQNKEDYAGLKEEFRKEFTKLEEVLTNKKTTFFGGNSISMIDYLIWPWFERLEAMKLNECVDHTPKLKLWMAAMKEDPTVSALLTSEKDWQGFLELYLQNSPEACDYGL
pPAFAH inh: pPAFAH (human) enzyme inhibition; Q13093; recombinant pPAFAH, FP-rhodamine probe fluorescence polarization; inhibition, % at 3.39 µM; 330,000 compounds, 1.5% hits; AID 463082;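 active means inhibition above the mean inhibition across the screen plus 3 SD, cut at about 25% in these data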;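 further: inhibitors block binding of the rhodamine activity-based probe so polarization drops; 0% = enzyme with DMSO and 100% = wells lacking pPAFAH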
Starred values were filed as active, the others as inactive; x = not tested or not shown.

SMILES	LYPLA2 inh	LYPLA1 inh	PAD4 inh	PAFAH1B3 FP inh	PAFAH1B2 inh	PAFAH2 inh	PME-1 inh	GSTO1 inh	pPAFAH inh
CCCCCCCCCCOC(=O)Cn1c(COc2ccc(C)cc2)[n+](C)c2ccccc21	-1	-5	0	8	6	7	-2	1	16
Cc1ccc(CCN2CC(C(=O)NCCC(C)C)CC2=O)cc1 (configuration not stated)	4	-2	-3	13	8	-3	3	0	4
Cc1cc(C)c2nc(-c3cccnc3)cc(C(=O)NC(C)c3cnn(C)c3C)c2c1 (configuration not stated)	-5	-7	1	0	2	-7	9	-6	0
O=C(c1ccc(Cl)cc1)N(Cc1cccs1)C1CCS(=O)(=O)C1 (configuration not stated)	1	0	-4	5	2	1	2	-4	8
CN(Cc1ccccc1)C(=O)COc1ccc(N(C)S(=O)(=O)c2ccc(F)cc2)cc1	5	2	5	2	6	-1	3	13	3
O=C(CN1CSCC1=O)N1CCN(S(=O)(=O)c2cccc(F)c2)CC1	-6	1	4	0	-1	6	-3	x	2
Cc1noc(C)c1CSc1nnc2scc(-c3ccccc3)n12	-1	0	1	8	-1	2	-7	3	-1
COc1ccc(N2C3=C(C(=O)CC(C)(C)C3)C(c3cnn(C)c3)C3=C2CC(C)(C)CC3=O)cc1	-4	1	-3	-2	3	3	-1	2	4
CCOc1ccc(NC(=O)CN2CCN(CC(=O)Nc3ccccc3OC)CC2)cc1	0	2	1	3	7	-7	2	-3	1
CC(=O)N1CCN(c2ccc(NC(=S)NC(=O)/C=C/c3ccccc3)cc2)CC1	8	1	-4	x	x	x	2	3	1
Cc1ccc(F)cc1NC(=O)N1CCN(c2ccnc3cc(Cl)ccc23)CC1	4	-1	-1	9	4	1	-8	11	-6
COc1ccc(CCNC(=O)C(=O)NCC2OCCN2S(=O)(=O)c2ccc(OC)c(OC)c2)cc1OC (configuration not stated)	0	0	-1	-5	0	-2	0	4	4
Cc1ccc(-c2nn[nH]n2)cc1	2	2	0	9	7	6	6	2	7
Cc1cc(C)n(CCNC(=O)c2cc(COc3ccc(F)cc3Cl)on2)n1	11	-1	-4	7	7	5	-5	3	3
O=C(NCCc1ccccc1)C(=O)NCC1OCCCN1S(=O)(=O)c1cccs1 (configuration not stated)	-2	-4	-1	-7	14	2	2	-1	10
O=C(CN(Cc1ccco1)C(=O)CNS(=O)(=O)c1ccc(Cl)cc1)NC1CCCCC1	-9	-6	-11	-5	11	14	-7	9	-1
c1ccc(-c2csc(N3CCSCC3)n2)cc1	-1	-2	-1	8	6	6	3	8	7
CCOCCCn1c(=NC(C)=O)c(C#N)cc2c(=O)n3cccc(C)c3nc21	3	-1	1	x	x	x	0	-3	-1
O=C(Nc1ccc(O)cc1)C1CCCO1 (configuration not stated)	3	0	-1	1	-3	4	1	0	1
Cc1ccc(S(=O)(=O)Cn2nnnc2C(C(C)C)N2CCC(C(N)=O)CC2)cc1 (configuration not stated)	7	3	-2	-5	2	-10	3	2	5

Rewritten with values under each structure: 4 of the compounds above.
Order of values – LYPLA2 inh	LYPLA1 inh	PAD4 inh	PAFAH1B3 FP inh	PAFAH1B2 inh	PAFAH2 inh	PME-1 inh	GSTO1 inh	pPAFAH inh
- O=C(CN1CSCC1=O)N1CCN(S(=O)(=O)c2cccc(F)c2)CC1
    -6	1	4	0	-1	6	-3	x	2
- Cc1cc(C)n(CCNC(=O)c2cc(COc3ccc(F)cc3Cl)on2)n1
    11	-1	-4	7	7	5	-5	3	3
- COc1ccc(N2C3=C(C(=O)CC(C)(C)C3)C(c3cnn(C)c3)C3=C2CC(C)(C)CC3=O)cc1
    -4	1	-3	-2	3	3	-1	2	4
- CCOCCCn1c(=NC(C)=O)c(C#N)cc2c(=O)n3cccc(C)c3nc21
    3	-1	1	x	x	x	0	-3	-1

Going on with the list:
SMILES	LYPLA2 inh	LYPLA1 inh	PAD4 inh	PAFAH1B3 FP inh	PAFAH1B2 inh	PAFAH2 inh	PME-1 inh	GSTO1 inh	pPAFAH inh
NS(=O)(=O)c1ccc(CCNC(=O)CN2C(=O)COc3ccc(S(=O)(=O)N4CCCC4)cc32)cc1	2	0	2	0	3	-6	4	1	4
CNNC(=S)Nc1cccc(C(F)(F)F)c1	2	1	0	x	x	x	-1	0	0
O=C(/C=C1\SC(=O)N(CC(=O)Nc2ccc(F)cc2)C1=O)Nc1ccc(Cl)cc1	-2	-3	-2	-1	0	-22	-6	5	3
N#C/C(=C(/O)COC(=O)c1cccnc1Cl)c1nc2ccccc2[nH]1	-4	2	-5	1	-2	-3	-1	4	13
CCn1cc(C(=O)N[C@@H](CCSC)C(=O)NCCCn2ccnc2)c(=O)c2cc3c(cc21)OCO3	-3	0	5	7	0	3	-1	-4	8
O=C1CS(=O)(=O)N(Cc2cccc(F)c2)c2ccc(Br)cc21	-15	-8	-14	-1	3	-5	-12	x	1
CCOC(=O)CC1(C)OCC(C[N+]2(C)CCCCC2)O1 (configuration not stated)	10	0	-6	-6	6	2	-1	2	9
C=CCNC(=S)NNC(=O)CCC(O)CCCCC (configuration not stated)	-6	0	2	2	3	1	-2	1	7
CCCCC(=O)Nc1cc(Cl)ccc1C(=O)O	5	0	-1	6	5	4	4	-14	0
COc1ccc(C=NCC2COc3ccccc3O2)cc1OC (configuration not stated)	1	0	0	2	0	8	-4	4	2
O=C(NCc1ccc(F)cc1)c1ccc(NC(=O)C2CCCO2)cc1 (configuration not stated)	0	-3	-1	6	7	0	-6	0	0
COc1ccc(/C=N/NC(=O)Cc2cc(OC)c(OC)cc2[N+](=O)[O-])cc1	1	-2	-7	-4	-1	4	-5	1	8
CC(NC(=O)CCNC(=O)c1ccc(Br)cc1)c1ccc(-n2ccnc2)cc1 (configuration not stated)	3	3	-2	5	2	1	5	-2	7
O=C1C=C(c2ccccc2)C[C@H](c2cccs2)[C@H]1n1nnc([N+](=O)[O-])n1	2	-2	-3	18	9	7	1	11	15
O=C(CCl)c1ccc(Cc2ncc(C(F)(F)F)cc2Cl)s1	-8	-1	0	12	8	4	4	25	-2
Cc1cccc(NC(=O)CCCc2ccccc2)c1	7	0	4	11	9	2	-3	9	3
CC(=O)OC1c2ccccc2C(=O)N1c1ccccc1C (configuration not stated)	2	0	-1	-2	3	-9	3	4	5
CCn1c(CN2CCN(CCO)CC2)nc2ccccc21	10	1	-1	2	4	-4	1	6	-2
CN1CCN(C(=O)c2c(O)c3cccc4c3n(c2=O)CCC4)CC1	11	0	2	11	1	0	-2	2	-1
CCOC(=O)C(=O)NNc1ccccc1OC	-1	0	-1	5	-1	1	3	2	-2
CCOC(=O)N1CCN(C(=O)c2cccn3c(=O)c4c5c(sc4nc23)CCCC5)CC1	1	4	-6	12	6	-2	2	-1	1
COc1ccc2[nH]c(C)c(CCNC(=S)Nc3cc(C)cc(C)c3)c2c1	0	-4	4	9	7	5	6	8	8
CC1CN(Cc2nc3c(c(=O)n(C)c(=O)n3C)n2CC(O)CO)CC(C)O1 (configuration not stated)	-1	-2	6	-3	4	-4	-4	4	5
N/C(=N\NS(=O)(=O)c1ccc(Cl)cc1)c1ccccn1	-7	1	3	8	8	10	6	-2	1
CCOc1ccc(Nc2ccc([N+](=O)[O-])c3nonc23)cc1	8	0	-9	12	1	4	0	17	6
CC1(C)CC(=O)C(C=NCC(N)=O)=C(O)C1	5	-2	3	2	1	-4	0	-4	4
Cc1ccc(CNC(=S)Nc2ccc(OC(F)F)cc2C)cc1	-5	-4	0	0	1	-3	4	3	5
CC(C)CC1Nc2ncnc(N3CCCCC3)c2N(Cc2ccc(Br)cc2)C1=O (configuration not stated)	-2	-6	2	-3	3	12	7	-1	0
CC(=O)Nc1ccc(S(=O)(=O)NNC(=O)COc2ccc(Cl)cc2Cl)cc1	2	1	4	4	5	-8	1	7	-2
COc1ccc(-c2cc(=NC(CC(C)C)C(=O)O)c3cc(C)ccc3o2)cc1 (configuration not stated)	-4	-4	-10	10	-3	-2	-1	6	1
CC(CCN1CCC(n2nccc2NC(=O)c2ccccc2Cl)CC1)c1ccccc1 (configuration not stated)	-2	-2	0	3	4	8	5	7	-5
Cc1cc(=O)oc2c3c(cc(OCC(=O)NCC4CCC(C(=O)O)CC4)c12)OC(C)(C)CC3 (configuration not stated)	0	-1	-4	4	3	18	1	-8	10
Cc1cccc(NC(=O)c2ccc(NC(C)c3ccccc3)c([N+](=O)[O-])c2)n1 (configuration not stated)	2	0	-4	0	-3	0	-2	-3	5
COc1ccc(C(=O)N(CC(=O)NC(C)(C)C)c2ccc3c(c2)OCCO3)cc1OC	13	0	-1	4	4	-7	4	-5	-2
O=C(NC1CCN(Cc2ccccc2)CC1)c1cccc(Br)c1	6	-1	-5	7	-8	-7	5	6	2
COc1ccc(Cn2c(=O)oc3ccc(C)cc32)cc1OC	2	0	-1	6	-1	2	2	-6	2
COC(CNC(=O)[C@H](Cc1ccccc1)N1Cc2ccccc2C1=O)OC	6	-1	1	7	2	-4	-2	-7	0
c1ccc(Oc2cc(-c3ccccc3)nc(-c3ccccc3)n2)cc1	13	2	1	-5	-2	3	-2	6	7
CCc1nn(CC(=O)NCCCc2ccccc2)c(=O)c2cc3c(OC)cccc3n12	-4	-1	-2	-3	-4	-6	6	2	1
Cc1ccc(S(=O)(=O)Cc2cc(-c3ccc(Cl)cc3)no2)cc1	-3	-2	-1	6	3	3	-6	2	17
CCOc1ccccc1N1CCN(C(=O)c2cc(S(=O)(=O)N3CCCCC3)ccc2C)CC1	1	-2	0	11	6	4	0	x	0
CN(C)S(=O)(=O)c1ccc2c(c1)C(CC(=O)O)OC2=O (configuration not stated)	-1	1	-1	-7	6	-4	5	2	2
CCn1c2ccccc2c2c3ncc4cccn4c3ccc21	2	-6	-14	0	1	-2	11	-7	22
O=C(COc1ccc2ccccc2c1)N[C@@H](C(=O)O)c1ccc(O)cc1	-4	1	-3	8	6	-10	-7	5	-4
Cc1ccc(NC(=O)CSc2nc(=O)n(Cc3ccncc3)c3c2CCC3)c(C)c1	6	3	-4	4	-7	3	1	-1	11
O=C(NCc1ccccc1Cl)c1ccccc1Oc1ccccc1	2	1	1	12	6	-7	3	-3	4
CC1(C)CC(=O)/C(=N/Nc2ccc(Cl)cc2)CO1	6	4	3	1	4	0	3	1	1
COc1cc(C(=O)OCC(=O)NC2CCCCCC2)ccc1OCC(C)C	1	-2	1	4	7	88*	0	4	16
COc1ccc(S(=O)(=O)N2CCOC23CCN(S(=O)(=O)c2c(C)cc(C)cc2C)CC3)cc1	-1	0	-4	5	0	-2	0	-10	0
CC(C(=O)N1CCN(c2ccccc2F)CC1)c1ccc([N+](=O)[O-])cc1 (configuration not stated)	-1	4	-4	-1	2	3	-2	-1	-7

(next part)
SMILES	LYPLA2 inh	LYPLA1 inh	PAD4 inh	PAFAH1B3 FP inh	PAFAH1B2 inh	PAFAH2 inh	PME-1 inh	GSTO1 inh	pPAFAH inh
Nc1ncnc(N2CCc3ccccc32)c1[N+](=O)[O-]	3	3	-3	8	7	-2	5	0	-3
CCOC(=O)c1c(C)[nH]c(C(=O)Nc2ccc(C)c(Cl)c2)c1C	-10	-19	-2	x	x	x	0	-19	-3
COc1ccc([N+](=O)[O-])cc1COc1cc(C)cc2oc(=O)cc(-c3ccccc3)c12	-3	-1	-1	-4	0	-4	1	-11	3
Cc1ccc(CNC(=O)Cn2c(=O)oc3ccccc32)o1	-5	-1	-8	-3	0	-1	-4	-2	-1
CCCN(CCC)C(=O)CC(c1ccccc1)c1cc(C)ccc1O (configuration not stated)	-4	-2	3	3	3	-8	-2	1	-9

This is a subset; count on the stated rates, not on these rows.
